Coupling enz: qHTS Assay for Inhibitors of Fructose-1,6-bisphosphate Aldolase from Giardia Lamblia: Coupling assay counterscreen; coupling enzyme system counterscreen, AmpLite Red fluorescence; activity change, negative = inhibition, % at 58.2 µM, hits read low; 290,000 compounds, 0.67% hits; AID 2472, 2010; in the data active means activity change below about -30%; further: on the % scale 0 is the no-effect control and ±100 the full control effect
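Compounds tested against the coupling enzymes alone at 57.5 uM final; readout was AmpLite Red fluorescence (525/598 nm) after 20 min at RT.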
ASM inhibitor: Inhibitors of Secretory Acid Sphingomyelinase (S-ASM): qHTS; Sphingomyelin phosphodiesterase (Homo sapiens), P17405; placental ASM, HMU-PC fluorogenic substrate, 60 min; Potency, µM (titrated, usually from 57.5 µM), without a hit: at the top dose activity change, negative = inhibition, usual class: inhibitors; 340,000 compounds, 0.006% hits; AID 504937, 2011; further: potency means the concentration at half of the fitted maximal effect
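Steps: dispense placental human ASM, pin compound, wait 10 min at room temperature, add HMU-PC0 substrate at 9 uM final, incubate 60 min at 37 °C, add stop solution raising pH to 10, read fluorescence.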
GALK inh: qHTS Assay for Inhibitors of Human Galactokinase (GALK). P51570. Purified GALK, Kinase-Glo residual ATP luminescence. Potency, µM (series often up to 57.5 µM), without a hit: top-dose activity change, negative = inhibition, actives largely listed as inhibitors. 270,000 compounds, 0.007% hits. AID 1868, 2009; further: potency means the concentration at half of the fitted maximal effect; on the % scale 0 is the no-effect control and ±100 the full control effect
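The enzyme phosphorylates galactose (100 uM) using ATP (35 uM); inhibition is detected as higher residual ATP, quantified by bioluminescence after 1 h reaction at room temperature, pH 8.0.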
A-T KAP1 phos: qHTS Assay for Identifying a Potential Treatment of Ataxia-Telangiectasia; […] A-T fibroblasts, KAP-1 phosphorylation AlphaLISA; neocarzinostatin DNA damage 30 min before lysis; Potency, µM (highest dose often 57.5 µM), inactives show at the highest dose activation, usual class: activators; 320,000 compounds, 0.19% hits; further: potency means the concentration at half of the fitted maximal effect; % of control where 0% means no effect; nearly all actives have a fitted effect of over 45% in size
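ATM-like activity read as KAP-1 phosphorylation via AlphaLISA donor/acceptor antibody pairs after lysis and 6 hr at 25C. Cells were ATM-null patient fibroblasts ([…], hTERT), dosed 60 min, then exposed to the DSB inducer NCS for 30 min.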
Integrin act MD: qHTS for Activators of Integrin-Mediated Alleviation for Muscular Dystrophy; Potency, µM (top dose mostly 38.3 µM), inactives show top-dose activation, most hits filed as activators; 350,000 compounds, 0.064% hits; AID 624291, 2012; alpha7betagal myoblasts, beta-gal FDG fluorescence, 48 h;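 further: potency means the concentration at half of the fitted maximal effect; 100% = response of the positive control SU9516; nearly all actives have a fitted effect of over 60% in size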
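alpha7betagal+/- myoblasts (passage 13, 250/well) treated 48 h at 37C with compounds at 1:260 dilution of DMSO stock. Lysed, then beta-galactosidase activity read as FDG fluorescence (ex 480/em 540) after 30 min, with pre-read for autofluorescence.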
KCNH2 3.1 block: qHTS for Inhibitors of KCHN2 3.1: Mutant qHTS; U2OS KCNH2 3.1, thallium flux FluxOr; active compounds read low; activity change, % (tested at about 1.8 µM); 340,000 compounds, 0.95% hits; AID 720553, 2013;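 active means maximum activity change below -70%; inconclusive means maximum activity change from -70% to -50%; inactive means maximum activity change above -50%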;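 further: thallium influx rate constant from kinetic fluorescence after stimulation buffer; on the % scale 0 is the no-effect control and ±100 the full control effect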
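Thallium flux via FluxOr fluorescence (Red40 quencher, 45 min loading) in U2OS cells virally expressing the KCNH2 3.1 isoform (1.77 x 10^8 /mL virus, overnight at 37 C). Rate constants from 2-min kinetic reads post-stimulation, normalised to positive and negative controls.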
hERG WT inh: qHTS for Inhibitors of KCHN2 3.1: Wildtype qHTS | U2OS, BacMam KCNH2, thallium flux FluxOr; active compounds read low | activity change, % at 1.84 µM | 340,000 compounds, 0.37% hits;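 active means maximum activity change below -70%; inconclusive means maximum activity change between -70% and -50%; inactive means maximum activity change above -50%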; further: on the % scale 0 is the no-effect control and ±100 the full control effect
Target sequence (Q12809 whole entry, looked up): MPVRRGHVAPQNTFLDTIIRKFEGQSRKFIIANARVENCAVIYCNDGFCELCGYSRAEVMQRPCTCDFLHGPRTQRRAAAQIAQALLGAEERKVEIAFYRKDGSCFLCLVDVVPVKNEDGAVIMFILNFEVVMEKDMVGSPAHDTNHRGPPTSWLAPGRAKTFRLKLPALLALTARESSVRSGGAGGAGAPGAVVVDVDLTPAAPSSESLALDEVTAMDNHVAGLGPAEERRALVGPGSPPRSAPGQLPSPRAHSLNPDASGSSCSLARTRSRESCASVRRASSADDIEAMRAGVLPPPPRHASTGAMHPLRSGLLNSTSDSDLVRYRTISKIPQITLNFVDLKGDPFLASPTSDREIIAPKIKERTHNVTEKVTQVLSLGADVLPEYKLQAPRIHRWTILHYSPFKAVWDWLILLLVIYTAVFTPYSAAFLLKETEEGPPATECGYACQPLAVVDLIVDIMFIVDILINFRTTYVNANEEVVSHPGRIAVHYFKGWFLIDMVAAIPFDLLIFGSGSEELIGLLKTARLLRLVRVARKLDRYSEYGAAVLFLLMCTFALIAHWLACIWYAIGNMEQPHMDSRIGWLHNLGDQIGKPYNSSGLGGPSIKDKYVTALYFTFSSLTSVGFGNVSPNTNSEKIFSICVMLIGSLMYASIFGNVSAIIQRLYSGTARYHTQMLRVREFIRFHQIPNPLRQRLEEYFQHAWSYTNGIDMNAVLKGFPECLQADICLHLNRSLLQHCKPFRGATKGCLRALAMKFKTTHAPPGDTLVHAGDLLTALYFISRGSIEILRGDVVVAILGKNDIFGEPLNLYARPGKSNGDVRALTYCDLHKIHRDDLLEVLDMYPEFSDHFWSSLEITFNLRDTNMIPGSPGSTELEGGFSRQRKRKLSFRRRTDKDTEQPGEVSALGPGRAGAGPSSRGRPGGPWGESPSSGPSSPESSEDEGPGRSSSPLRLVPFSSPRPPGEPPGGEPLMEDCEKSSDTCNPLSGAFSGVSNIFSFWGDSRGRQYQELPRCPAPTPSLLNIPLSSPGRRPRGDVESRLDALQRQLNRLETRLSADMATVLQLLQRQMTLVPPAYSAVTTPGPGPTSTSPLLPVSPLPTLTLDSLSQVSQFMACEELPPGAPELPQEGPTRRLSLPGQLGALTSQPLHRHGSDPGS
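U2OS cells were transduced with wild-type KCNH2 virus (2.03 x 10^8 / mL) for 4 h at room temperature, then cultured overnight at 37 C. Thallium flux was read with FluxOr dye. Rate constants were normalized to DMSO controls.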
MBNL1 CUG block: qHTS Assay for Inhibitors of MBNL1-poly(CUG) RNA binding. Muscleblind-like protein 1 (Homo sapiens), Q9NR56. TR-FRET MBNL1-His/biotin-(CUG)12 binding, 665/545 ratio. Potency, µM (highest dose often 57.5 µM), inactives show top-dose activity change, negative = inhibition, most hits filed as inhibitors. 280,000 compounds, 0.036% hits; active means well fitted inhibition curve with a large enough effect in the signal ratio, with a control signal flat, not every such curve was filed as active; inconclusive means small, poorly fitted or top-dose-only effect, or effect the other way, or a change in a side signal; inactive means no such curve, though single readings can be large or run the other way; the % refers to the signal ratio; further: potency means the concentration at half of the fitted maximal effect; on the % scale 0 is the no-effect control and ±100 the full control effect
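TR-FRET between His-tagged MBNL1 and biotin-(CUG)12 RNA, detected with Tb anti-His antibody (0.055 ng/ul) and streptavidin-XL665 (5 nM), 60 min at room temperature. Compounds titrated 92 nM to 58 uM; 665/545 nm ratio normalized to buffer and complex controls.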
CXXC DNA block: qHTS Fluorescence Polarization Assay for Inhibitors of MLL CXXC domain - DNA interaction | Histone-lysine N-methyltransferase 2A (Homo sapiens), Q03164 | MLL-CXXC / FITC-HOXA9 DNA fluorescence polarization | Potency, µM (highest dose often 115 µM), inactives show top-dose activity change, negative = inhibition, hits mostly inhibitors | 290,000 compounds, 0.037% hits | AID 2662, 2010; active means well fitted inhibition curve with a large enough effect in the polarisation, with a control signal flat, not every such curve was filed as active; inconclusive means small, poorly fitted or top-dose-only effect, or effect the other way, or a change in a side signal; inactive means no such curve, though single readings can be large or run the other way; the % refers to the polarisation; further: potency means the concentration at half of the fitted maximal effect
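Steps: dispense CXXC domain solution (7 uM) → pin compounds or unlabeled HOX-A9 DNA control → 5 min ambient → add FLSN-HOX-A9 solution (50 nM) → spin → 30 min ambient → fluorescence polarization. Tris pH 7.5/NaCl/DTT/BSA buffer.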
TRPV1 ag: HTS Assay for Compounds that Act as Agonists of the Vanilloid Receptor 1. TRPV1-expressing cells, Fluo-8 calcium influx, agonist mode. Transient receptor potential cation channel subfamily V member 1 (Homo sapiens), Q8NER1. activation, % at 8.33 µM. 320,000 compounds, 0.19% hits. AID 540275, 2011; in the data active means activation above about 80%; inconclusive means between about 30% and that limit; further: 0% is about no effect
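Fluo-8 calcium influx in TRPV1-expressing cells, kinetic read (ex 480/em 520 nm). Compound added and read 3 min for agonist activity, followed by capsaicin at EC20 final and 2 min further read for enhancement.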
* marks the source's active call; other numbers are inactive results; u = inconclusive; x = not tested or not shown; [ ] = another dose, or the depositor's remark. Unless noted, the call rests on the fitted dose curve; in most records, active means well fitted curve in the direction sought with a large enough effect; inconclusive means small, poorly fitted or top-dose-only effect, or another doubt; inactive means no such curve, though single readings can be large; an effect the other way counts as inactive or inconclusive.

SMILES	Coupling enz	ASM inhibitor	GALK inh	A-T KAP1 phos	Integrin act MD	KCNH2 3.1 block	hERG WT inh	MBNL1 CUG block	CXXC DNA block	TRPV1 ag
Cn1c(=O)oc2cc(S(=O)(=O)N3CCC(C(=O)NCc4cccs4)CC3)ccc21	1.7	-7.9%	-0.4%	-1.8%	0.2%	3.6	3.4	10.6%	-2.1%	-1.6
O=C(c1cc(-c2ccccc2)nc2ccccc12)N1CCN(c2ccccc2O)CC1	x	-4.1%	8.2%	-4.9%	6.8%	-4.4	-2.8	3.8%	15.3%	-0.8
Cc1n[nH]c(=O)n1-c1ccc(C(C)(C)C)cc1	3.2	2.8%	-3.3%	0.4%	-6.2%	-1.2	-2.8	4.3%	2.1%	-1.2
CCNS(=O)(=O)c1ccc(NC(=O)c2c(-c3ccccc3)noc2C)cc1	0.0	9.0%	0.0%	13.0%	7.9%	-1.4	-4.5	-2.2%	-11.0%	-6.0
Cn1nnc(NC(=S)NC(=O)/C=C/c2ccco2)n1	2.0	-1.6%	x	7.6%	0.0%	-19.6	-7.7	14.3%	-17.3%	2.1
CCNC(=S)NNC(=O)c1cc(CC(C)C)nc2ccccc12	-4.2	1.4%	x	-13.4%	19.7%	12.4	-0.6	3.9%	0.9%	21.1
CC(Sc1nnc(-c2ccc(Cl)cc2)n1N)C(=O)NCC1CCCO1 (configuration not stated)	x	x	x	-0.3%	4.1%	14.7	-4.9	x	x	5.2
CCN(Cc1ccccc1)S(=O)(=O)c1ccc2c(c1)NC(=O)CS2	x	1.4%	-2.9%	17.5%	24.3%	-2.5	-19.1	-0.9%	5.2%	6.3
Cn1c(Cn2cnc3ccccc32)nnc1SCC(=O)CC(=O)Nc1ccccc1	7.7	u	8.3%	4.0%	-6.8%	27.0	13.5	-0.1%	-3.3%	1.2
O=c1[nH]c(/C=C/c2cccnc2)c([N+](=O)[O-])c(=O)[nH]1	10.1	-0.6%	-3.8%	-3.7%	-6.3%	8.8	4.7	-14.6%	-18.3%	0.1
Cc1ccc(NC(=O)c2ccc3nc(N4CCOCC4)sc3c2)c(Cl)c1	-1.2	-5.4%	x	4.8%	-7.8%	-23.0	-11.6	7.7%	107.4%[activator]	-2.7
CC(=O)NC1CC2CCCC(C1)N2Cc1ccc(C)cc1 (configuration not stated)	-1.5	0.8%	-1.9%	-0.5%	0.0%	-2.1	38.5	5.1%	-12.2%	0.7
COc1ccc(C(=O)c2cc3ccc(O)cc3oc2=O)cc1	17.2	16.4%	3.2%	x	-17.4%	-5.4	7.6	u	-1.5%	0.1
CCCOc1ccc(-c2c(C(=O)N/N=C/c3cccnc3)nnn2-c2nonc2N)cc1	x	1.8%	-1.1%	-4.2%	1.7%	3.3	-5.5	-12.9%	1.8%	5.2
O=C(NCCNC(=O)c1cnccn1)c1ccc(Cl)c(Cl)c1	-2.0	-15.7%	5.8%	2.9%	4.9%	3.2	-1.0	-6.5%	16.9%	2.5
CC(C)CC(=O)N1CCN(Cc2cccc([N+](=O)[O-])c2)CC1	-8.7	-0.3%	8.2%	9.8%	-3.6%	6.3	-0.7	u	-4.8%	-7.3
COc1ccccc1C1C=C(c2ccc(Cl)cc2)Nc2nc(NS(C)(=O)=O)nn21 (configuration not stated)	3.4	x	-0.3%	10.9%	x	x	x	8.1%	-28.2%	-2.1
Nc1nc(SCC(=O)Nc2ccccc2)nc2nc3c(cc12)CCCC3	-0.5	2.4%	1.7%	-1.4%	19.0%	-8.6	-4.5	x	-1.1%	-1.9
C=CCn1nnc2sc3c(c2c1=O)CCC(C)C3 (configuration not stated)	1.5	-0.2%	0.6%	x	-1.9%	-5.6	6.7	u	3.3%	13.8
CC(=O)c1cccc(N=C2NC(=O)CS2)c1	0.2	2.1%	-3.8%	11.8%	-1.7%	-15.6	7.6	2.2%	15.9%	-2.0

A different layout for four compounds above:
> CC(C)CC(=O)N1CCN(Cc2cccc([N+](=O)[O-])c2)CC1
  Coupling enz: -8.7	ASM inhibitor: -0.3%	GALK inh: 8.2%	A-T KAP1 phos: 9.8%	Integrin act MD: -3.6%	KCNH2 3.1 block: 6.3	hERG WT inh: -0.7	MBNL1 CUG block: u	CXXC DNA block: -4.8%	TRPV1 ag: -7.3

> COc1ccccc1C1C=C(c2ccc(Cl)cc2)Nc2nc(NS(C)(=O)=O)nn21 (configuration not stated)
  Coupling enz: 3.4	ASM inhibitor: x	GALK inh: -0.3%	A-T KAP1 phos: 10.9%	Integrin act MD: x	KCNH2 3.1 block: x	hERG WT inh: x	MBNL1 CUG block: 8.1%	CXXC DNA block: -28.2%	TRPV1 ag: -2.1

> Nc1nc(SCC(=O)Nc2ccccc2)nc2nc3c(cc12)CCCC3
  Coupling enz: -0.5	ASM inhibitor: 2.4%	GALK inh: 1.7%	A-T KAP1 phos: -1.4%	Integrin act MD: 19.0%	KCNH2 3.1 block: -8.6	hERG WT inh: -4.5	MBNL1 CUG block: x	CXXC DNA block: -1.1%	TRPV1 ag: -1.9

> C=CCn1nnc2sc3c(c2c1=O)CCC(C)C3 (configuration not stated)
  Coupling enz: 1.5	ASM inhibitor: -0.2%	GALK inh: 0.6%	A-T KAP1 phos: x	Integrin act MD: -1.9%	KCNH2 3.1 block: -5.6	hERG WT inh: 6.7	MBNL1 CUG block: u	CXXC DNA block: 3.3%	TRPV1 ag: 13.8

Later entries.
SMILES	Coupling enz	ASM inhibitor	GALK inh	A-T KAP1 phos	Integrin act MD	KCNH2 3.1 block	hERG WT inh	MBNL1 CUG block	CXXC DNA block	TRPV1 ag
CCN1CCN(C(=O)/C=C/c2ccc(F)cc2)CC1	x	-0.2%	x	x	6.7%	1.1	1.7	x	x	x
Cc1c(C(=O)O)sc(S(=O)(=O)N2CCN(C(=O)CC(C)c3ccccc3)CC2)c1C(=O)O (configuration not stated)	x	-1.5%	x	x	-5.5%	-2.0	12.2	x	x	x
CCN1CCN(C(=O)c2ccccc2N(C)S(=O)(=O)c2ccc(C)cc2)CC1	1.1	-1.0%	0.2%	5.2%	-15.5%	-13.7	-15.0	0.0%	-3.1%	1.8
CCN(CC)CCN(CC(=O)Nc1c(C)cc(C)cc1C)C(=O)c1ccccc1	0.0	-1.5%	3.1%	-1.2%	-16.0%	12.5	8.0	-2.7%	0.0%	-3.6
COCCOC(=O)C1=C(C)NC(=O)NC1C1CC=CCC1 (configuration not stated)	0.3	4.2%	7.4%	3.1%	4.1%	5.1	-3.9	1.3%	-1.4%	0.0

Individual results from above.
COCCOC(=O)C1=C(C)NC(=O)NC1C1CC=CCC1 (configuration not stated) in A-T KAP1 phos is listed with 3.1%
CCN1CCN(C(=O)/C=C/c2ccc(F)cc2)CC1 in KCNH2 3.1 block is listed with 1.1

Bioassay records: PubChem, National Center for Advancing Translational Sciences (NCATS)
